Source: PubChem BioAssay
eIF4E-4G inh = inhibitors of eIF4E and eIF4G interaction in translation initiation | TR-FRET eIF4E-eIF4GI(517-606) binding, 2 h | inhibition, % at 21.7 µM | hit rate 0.37% among 220,000;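 active = inhibition above about 30%, limit read from the data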;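 note: 0% = full FRET control wells and 100% = background wells lacking eIF4GI fragment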
S1P4 antag = human S1P4 receptor antagonism; AID 1510; S1P4-expressing cells, antagonist mode, reporter read-out; inhibition, % at 4.98 µM; hit rate 0.26% among 220,000; in the data active = inhibition above about 29%;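 note: 0% = wells stimulated with agonist and 100% = vehicle wells without agonist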
S1P4 ag = agonists of human S1P4 receptor; O95977; S1P4-expressing cell line, agonist reporter assay; hit rate 0.35% among 220,000; activation, % at 4.98 µM; AID 1509; in the data active = activation above about 11%;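 note: 0% = DMSO vehicle and 100% = reference agonist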
NPY1 pot ag = potentiators or agonists of human neuropeptide Y receptor Y1; NPY-Y1 expressing cells, potentiator/agonist activation; activation, % at 3.6 µM; hit rate 0.37% among 220,000; AID 1304; in the data active = activation above about 33%, passing the limit was not always enough;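 note: cells stimulated with NPY at EC10 then isoproterenol at EC100; 0% = low agonist plus stimulus and 100% = saturating agonist plus stimulus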
NPY Y1 blocker = NPY-Y1 (human) receptor antagonism; P25929; HEK293-CNG Y1 cells, membrane potential fluorescence; NPY at EC95, then isoproterenol; inhibition, % at 3.6 µM; hit rate 1% among 200,000; AID 1040;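 active = inhibition above the campaign mean inhibition of all tested compounds plus 3 SD, cut at about 20% in these data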;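 note: 0% = DMSO wells given NPY plus isoproterenol and 100% = isoproterenol alone without NPY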
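Assay system: HEK293 Y1/CNG channel cell line; Doses: single compound dose of 3.6 µM, 0.4% DMSO; Timing: dye 3 h, compound 60 min room temperature, stimulation 45 min; Technique: Membrane-potential fluorescent dye readout; Measure: % inhibition of NPY effect.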
EP2 mod = modulates human prostaglandin E2 receptor EP2 signaling. P43116. EP2-expressing cells, cAMP HTRF FRET, PGE2 co-stimulation. induction, % at 25 µM. hit rate 0.83% among 260,000;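 active = compounds whose cAMP rise, as percent of the full-agonist control response, exceeds 60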;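 note: rat C6 glioma line stably carrying human EP2 under a CMV promoter; the protocol text gives 20 µM as final concentration; 100% = response of wells given 1 µM PGE2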
PGE2 EP2 inh = blocks the human prostaglandin E2 receptor EP2; C6 glioma cells expressing human EP2, cAMP TR-FRET; cells stimulated with saturating PGE2; P43116; inhibition, % at 25 µM; hit rate 0.52% among 260,000;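 active = percent inhibition above 40 after rounding to a whole number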;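 note: rat C6 glioma host cells with rolipram phosphodiesterase inhibitor present; the protocol text gives 20 µM as final concentration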
p97 ATPase inh = human p97 ATPase inhibition; inhibition, % at 8 µM; AID 1481; recombinant p97 ATPase, Kinase-Glo ATP luminescence, 3 h; P55072; hit rate 0.42% among 220,000; in the data active = inhibition above about 15%;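 note: 0% = DMSO vehicle and 100% = wells lacking enzyme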
Target sequence (P55072 whole entry, looked up): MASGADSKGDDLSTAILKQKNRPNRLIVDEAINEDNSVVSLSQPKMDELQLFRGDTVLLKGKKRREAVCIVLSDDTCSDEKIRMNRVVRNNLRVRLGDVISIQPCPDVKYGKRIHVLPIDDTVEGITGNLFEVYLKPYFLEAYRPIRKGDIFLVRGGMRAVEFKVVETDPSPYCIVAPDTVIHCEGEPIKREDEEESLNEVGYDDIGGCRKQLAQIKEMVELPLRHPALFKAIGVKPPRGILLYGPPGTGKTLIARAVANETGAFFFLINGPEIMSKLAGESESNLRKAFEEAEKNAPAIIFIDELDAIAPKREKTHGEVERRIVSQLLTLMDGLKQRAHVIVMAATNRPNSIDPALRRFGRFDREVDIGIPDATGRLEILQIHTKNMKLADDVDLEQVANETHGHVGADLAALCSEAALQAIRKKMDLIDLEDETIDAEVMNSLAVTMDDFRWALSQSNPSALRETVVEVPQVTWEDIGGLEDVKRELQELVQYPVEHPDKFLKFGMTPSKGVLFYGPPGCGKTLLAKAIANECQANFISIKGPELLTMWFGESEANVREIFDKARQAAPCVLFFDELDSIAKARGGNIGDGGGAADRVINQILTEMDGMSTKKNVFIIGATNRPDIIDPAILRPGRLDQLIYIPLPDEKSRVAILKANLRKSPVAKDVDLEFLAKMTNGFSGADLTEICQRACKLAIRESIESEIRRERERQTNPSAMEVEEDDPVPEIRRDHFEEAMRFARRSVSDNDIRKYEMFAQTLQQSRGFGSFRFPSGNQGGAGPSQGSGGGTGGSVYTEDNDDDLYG
NPY2 pot ag = potentiators or agonists of human neuropeptide Y receptor Y2; AID 1359; activation, % at 3.6 µM; P49146; hit rate 0.45% among 220,000; cells expressing NPY-Y2, potentiator/agonist read-out; in the data active = activation above about 27%;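 note: cells stimulated with NPY near EC25 plus isoproterenol at EC100; 0% = vehicle plus submaximal agonist and 100% = vehicle plus saturating agonist; some results beyond the cut were filed as inactive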
Active calls of the source: *; . = no result given; & = joins results of further samples; ! = a repeat was not active; [ ] = dose if it differs, or a comment. A portion of the library (hit frequency here may not be typical).

SMILES	eIF4E-4G inh	S1P4 antag	S1P4 ag	NPY1 pot ag	NPY Y1 blocker	EP2 mod	PGE2 EP2 inh	p97 ATPase inh	NPY2 pot ag
COc1ccc(C(=O)NC(=S)NNC(=O)c2c(-c3ccccc3)noc2C)cc1OC	-5	-1	0.9	2	.	-33	4	3	-18
COc1ccc(-c2n[nH]c(C(F)(F)F)c2-c2cc3ccccc3o2)c(O)c1	0[fluorescence artefact?]	17	-1.4	42	-14	27	39	7	23
NNc1nc2c(F)cccc2s1	1	0	0.7	-7	1	-3	3	-7	-7
Cc1ccc(NC(=O)NC(=O)CSc2nnc(-c3ccc(Cl)cc3Cl)n2N)c(C)c1	3	-7	0.7	3	9	16	5	3	1
COc1ccc(OC)c(-n2c(SC)nnc2-c2c[nH]c3ccccc23)c1	0	-26	3.4	-9	4	0	13	-3	1
Cc1ccc(Cn2c(=O)oc3ccccc32)cc1	0	-14	0.2	-17	8	30	3	-2	-14
CCOC(=O)N1CCN(S(=O)(=O)c2cccc3cccnc23)CC1	2[fluorescence artefact?]	-20	1.4	-26	3	17	6	-6	-11
N#C/C(=C\c1ccc(Cl)cc1Cl)c1n[nH]c(Cn2cncn2)n1	0	3	-0.8	6	-1	0	8	0	-6
CCOC(=O)C1(C)C=C(Nc2cccc(OC)c2)C(=O)N1c1ccccc1 (configuration not stated)	1	1	-1.2	16	.	4	3	-14	3
Cc1cc(C)c(C(CC(=O)c2cccs2)C(C#N)C#N)c(C)c1 (configuration not stated)	13	-17	0.4	-5	2	3	3	4	4
O=C(CSc1nnc(SCc2ccc(Cl)cc2)s1)N/N=C/c1c(Cl)cccc1Cl	1	-11	-0.8	9	7	35	4	-7	-4
CC(C)CCn1nnnc1C(c1ccc(F)cc1)N1CCC(C(N)=O)CC1 (configuration not stated)	0[fluorescence artefact?]	-7	-0.4	-6	0	13	5	0	-3
COc1ccc(CNS(=O)(=O)c2ccc3c(c2)CCN3C(=O)C2CC2)cc1	-2	-7	-3.1	-29	13	-16	9	-6	-35
C=CCNc1cc(C)oc(=O)c1C(=O)CCC	-2	7	-1.4	-19	-1	33	11	1	15
CN(C)c1ccc(C(C#N)c2ccc(Cl)cc2)nn1 (configuration not stated)	-3	0	2.0	-11	1	-16	-2	1	-11
Cc1ccc2cc3cc(C(=O)NCCCN4CCCCCC4)oc3nc2c1	-6	-1	1.6	-15	1	21	.	7	-5
CCOC(=O)c1c(C)oc2c1C(=O)c1ccccc1C2=O	-1	-24	2.0	-3	7	-43	10	4	-21
C=CCNC(=O)NC(=O)COC(=O)CCCSc1nc2ccccc2[nH]1	4	3	1.9	-15	1	0	3	1	-16
CCC(C)NC(=O)N[C@@H](CCSC)C(=O)O (some centres not stated)	2	-3	1.4	6	1	22	13	4	12
O=c1nc2n(c3ccc([N+](=O)[O-])cc13)CCCCC2	5	-3	-0.1	8	5	16	6	3	-2
CC(=O)c1ccc(N2CCN(CC(=O)N(CC(C)C)c3c(N)n(CC(C)C)c(=O)[nH]c3=O)CC2)cc1	1	-9	0.1	15	-1	11	4	1	6
CCOc1ccccc1N1CCN(C(=O)c2ccncc2)CC1	6	1	1.5	-2	5	19	13	1	6
NC(=O)C1CCN(c2ccc(S(=O)(=O)N3CCC(Cc4ccccc4)CC3)cn2)CC1	0	-10	0.6	0	-4	-40	2	-4	2
Cc1cc(C(F)(F)F)n(-c2nc(C(=O)NNS(=O)(=O)c3ccccc3)cs2)n1	1	-10	0.2	-18	9	35	5	-4	-16
COc1ccc(NC(=O)c2cc(S(=O)(=O)N3CCOCC3)cs2)cc1	-3	-10	2.0	-19	-2	-39	4	4	3
CC1=NN(C(=O)COc2ccccc2)C(O)(c2cccnc2)C1 (configuration not stated)	-4	-4	1.2	18	-2	-1	5	7	7
Cc1cc(/C=N/NC(N)=O)c(C)n1C1CCCCC1	2	17	-1.4	-13	0	-1	5	0	-12
Cc1ccc(CC(=O)Nc2ccncc2)cc1	1	-18	-0.4	4	-4	-42	2	6	17
O=C(NCc1ccc2c(c1)OCO2)c1ccccc1	-4	-16	1.8	-9	8	5	5	-2	2
CCOC(=O)C1CCN(C(=O)CCn2c(=O)[nH]c3ccccc3c2=O)CC1	4	-2	0.6	-3	-3	27	6	-1	3
CC(/C(O)=C(\C#N)c1nc2ccccc2n1C)N1C(=O)c2ccccc2C1=O (configuration not stated)	5	-5	1.1	2	6	-30	-5	10	-7
O=C(O)c1ccc2oc(SCC(=O)N3CCCCC3)nc2c1	7	-2	-2.0	0	2	38	11	-4	5
CCN(CC)CCNC(=O)c1ccc(NC(C)=O)cc1	3&-17	2	-0.6	-11	2	-13&25&2&1	13&20&10&14	6	7
COC(=O)c1ccc(NC(=S)NC2CC2)cc1	-2	-5	2.9	11	-1	-18	5	5	1
O=S(=O)(c1ccc(N2CCN(S(=O)(=O)c3ccc4c(c3)OCCO4)CC2)nc1)N1CCCC1	-30[fluorescence artefact?]	-2	0.0	22	-5	-14	9	5	17
COc1ccc(CNC(=O)Cn2nc(Cc3cccnc3)c3ccccc3c2=O)cc1	1	-4	-1.2	2	1	10	7	1	4
COc1ccc(C2CC(c3ccc(OC)cc3)n3nc(NC(=O)c4ccco4)nc3N2)cc1 (configuration not stated)	10	-4	1.5	-8	4	20	12	6	-7
COc1ccc(NC(=O)CN2CCC(C(N)=O)CC2)cc1	-4	-8	0.6	10	-2	-1	26	3	2
Cc1c(C(=O)N(Cc2ccccc2)C(C)C)cnn1-c1ccccc1	2	3	0.8	6	.	-1	4	-1	6
S=C(N/N=C/c1ccc2ncccc2c1)Nc1cccnc1	-5	-4	-2.2	-14	-1	-68	12	5	-7

Results in PGE2 EP2 inh, for some of the entries so far:
Compound	PGE2 EP2 inh
CCN(CC)CCNC(=O)c1ccc(NC(C)=O)cc1	13&20&10&14
COC(=O)c1ccc(NC(=S)NC2CC2)cc1	5

Continuation:
SMILES	eIF4E-4G inh	S1P4 antag	S1P4 ag	NPY1 pot ag	NPY Y1 blocker	EP2 mod	PGE2 EP2 inh	p97 ATPase inh	NPY2 pot ag
CCCN(CCC)Cc1cc2ccccc2c2c1COC2	2[fluorescence artefact?]	-3	3.1	-32	-3	30	16	2	-1
O=C(NC(=S)NCCCN1CCOCC1)c1ccc([N+](=O)[O-])cc1	13	-1	-0.5	-4	8	-27	2	2	-7
COc1cc(NC(=S)N2CCC(C(N)=O)CC2)cc(OC)c1	0[fluorescence artefact?]	-24	-2.0	-23	5	13	13	0	-1
Cc1cccc(CCNS(=O)(=O)c2ccc(S(=O)(=O)N3CCCCC3)cc2)c1	6[fluorescence artefact?]	-1	0.2	7	3	21	3	1	3
Oc1ccc(Cl)cc1-c1cc(C(F)(F)C(F)F)nc(-c2ccccc2)n1	7	-10	1.1	10	-7	2	18	0	7
CCOC(=O)c1c(-c2ccccc2)csc1NC(=O)C(C)NCCCN1CCOCC1 (configuration not stated)	0	-22	0.8	-41	14	13	7	-3	-12
Cc1ccc(NC(=O)c2ccc(CSc3ccccn3)cc2)cc1	6	-2	-1.9	14	2	-47	25	3	-10
CCCC(=O)NC(=S)Nc1cccc(NC(=O)c2ccccc2Cl)c1	3[fluorescence artefact?]	-16	-1.7	2	6	-49	8	5	1
CCc1nc(Nc2ccccc2)c2oc3ccccc3c2n1	-15	-15	-1.7	-28	5	19	1	6	-7
O=C(CSc1nc(-c2ccccc2)c(-c2ccccc2)[nH]1)NCC1CCCO1 (configuration not stated)	-1	0	0.5	-5	2	-28	9	1	8
O=C(/C=C(\c1ccccc1)n1cncn1)c1ccccc1	-1	-41	2.5	-16	0	9	8	3	-11
COc1ccc(C(=O)N2CCN(S(=O)(=O)c3ccc(Cl)cc3)CC2)cc1OC	5	4	-2.5	-16	4	-43	9	-3	-10
COC(=O)c1ccncc1C(=O)Nc1ccc(OC)cc1	1	-9	1.1	7	4	17	4	5	3
O=C(O)C1C2C=CC(C2)C1C(=O)NCc1ccccn1 (configuration not stated)	0	9	0.5	-16	-3	11	14	6	2
COCCn1c(SCc2nnc(-c3ccc(OC)c(OC)c3)o2)nnc1-c1ccncc1	2	-4	-1.0	1	.	29	4	4	-9
O=C1COc2ccccc2CN1	-3	4	-0.5	6	2	9	5	-2	8
Cc1ccc2nc(/C(C#N)=N/O)[nH]c2c1	4	-1	-1.0	-21	-3	6	8	-2	-7
CCOC(=O)C1=C(C)NC2=C(C(=O)CC(c3ccc(OC)c(OC)c3)C2)C1c1ccc(C)o1 (configuration not stated)	13[fluorescence artefact?]	-8	-3.1	-1	-2	-47	.	-3	8
CCOc1ccc(NS(=O)(=O)c2ccc3[nH]c(=O)c(=O)[nH]c3c2)cc1	2	0	1.8	11	6	9	5	6	1
CSc1nc(N(C)C)nc(N(C#N)CCOC(C)=O)n1	0	0	2.3	21	-1	19	11	2	-6
O=C(c1coc(=O)c(Br)c1)N1CCCc2ccccc21	.	5	3.7	6	10	.	8	-1	-9
COc1cc(-c2nnc(SCc3ccccc3Cl)o2)cc(OC)c1OC	3	-16	0.6	-16	20	47	.	-3	-14
Cc1cccc(N2CCN(C(=S)c3ccccc3)CC2)c1	4	-5	-0.7	-8	11	-34	8	1	-3
CCn1c(SCc2ccc(F)cc2)nnc1-c1nn(-c2ccccc2)ccc1=O	0	-15	1.9	-6	-3	-21	20	-2	7
CCCNC(=S)Nc1ccc(Nc2ccccc2)cc1	-1	0	-2.2	-2	-9	-23	11	1	0
O=C(Cn1nnc2ccccc21)Nc1ccc([N+](=O)[O-])cc1	-11	-2	0.2	22	.	-1	8	4	4
c1coc(CNc2c3c(nc4ccccc24)CCC3)c1	7	2	-1.1	2	11	-36	13	2	9
O=C(c1ccc(N2CCC3(CC2)OCCO3)c([N+](=O)[O-])c1)N1CCOCC1	-3	12	-1.0	27	-5	7	11	3	0
Fc1ccc(F)c(C2=NNC(=NCC3CCCO3)SC2)c1 (configuration not stated)	0	-20	1.4	-9	4	4	6	-3	-7
C/C=C/Cn1c(SCc2ccccc2)nc2c1c(=O)[nH]c(=O)n2C	11	7	0.5	-21	13	66*!	10&10	-4	-13
CS(=O)(=O)Nc1ccccc1C(=O)Nc1ccc2c(c1)OCCO2	1	-24	0.6	-31	-2	-3	6	-2	-12
COc1ccc(-c2csc(Nc3ncccc3C)n2)cc1OC	13	-1	-1.6	-11	2	-63	9	-3	-1
O=C1CC(c2ccccc2)CC(O)=C1C=NCc1ccccc1Cl (configuration not stated)	0	-2	-0.3	-10	14	7	.	0	-31
CCCc1nc(SCC(=O)Nc2nnc(CC)s2)c2c(C)c(C)sc2n1	-4[fluorescence artefact?]	-3	-0.3	13	3	9	24	0	-14
Cc1ccnc(SCC(=O)O)n1	-9[fluorescence artefact?]	-10	-0.1	-13	-1	10	7	-2	-10
Cc1nc2ccc(S(=O)(=O)NCC(=O)Nc3cccc(F)c3)cc2s1	-3	-16	1.8	-17	11	-101	18	3	-4

In the list so far, 4 have a thiophene ring, fused or not.
SMILES	eIF4E-4G inh	S1P4 antag	S1P4 ag	NPY1 pot ag	NPY Y1 blocker	EP2 mod	PGE2 EP2 inh	p97 ATPase inh	NPY2 pot ag
Cc1cc(C)c(C(CC(=O)c2cccs2)C(C#N)C#N)c(C)c1 (configuration not stated)	13	-17	0.4	-5	2	3	3	4	4
COc1ccc(NC(=O)c2cc(S(=O)(=O)N3CCOCC3)cs2)cc1	-3	-10	2.0	-19	-2	-39	4	4	3
CCOC(=O)c1c(-c2ccccc2)csc1NC(=O)C(C)NCCCN1CCOCC1 (configuration not stated)	0	-22	0.8	-41	14	13	7	-3	-12
CCCc1nc(SCC(=O)Nc2nnc(CC)s2)c2c(C)c(C)sc2n1	-4[fluorescence artefact?]	-3	-0.3	13	3	9	24	0	-14
